TrxR1 substrate: qHTS Assay for Substrates of Mammalian Selenoprotein Thioredoxin Reductase 1 (TrxR1): qHTS; hit rate 0.01% among 390,000; purified TrxR1 substrate turnover, NADPH consumption readout; Potency, µM (titrated, usually from 114 µM), for the others: at the top dose activity change, negative = substrate turnover; Thioredoxin reductase 1, cytoplasmic (Rattus norvegicus), O89049; AID 588456, 2011; note: potency is the fitted concentration of half-maximal effect; % is set by controls: 0 for no effect and ±100 for the full control effect; nearly all actives have a fitted effect of over 50% in size
Target sequence (O89049 whole entry, looked up): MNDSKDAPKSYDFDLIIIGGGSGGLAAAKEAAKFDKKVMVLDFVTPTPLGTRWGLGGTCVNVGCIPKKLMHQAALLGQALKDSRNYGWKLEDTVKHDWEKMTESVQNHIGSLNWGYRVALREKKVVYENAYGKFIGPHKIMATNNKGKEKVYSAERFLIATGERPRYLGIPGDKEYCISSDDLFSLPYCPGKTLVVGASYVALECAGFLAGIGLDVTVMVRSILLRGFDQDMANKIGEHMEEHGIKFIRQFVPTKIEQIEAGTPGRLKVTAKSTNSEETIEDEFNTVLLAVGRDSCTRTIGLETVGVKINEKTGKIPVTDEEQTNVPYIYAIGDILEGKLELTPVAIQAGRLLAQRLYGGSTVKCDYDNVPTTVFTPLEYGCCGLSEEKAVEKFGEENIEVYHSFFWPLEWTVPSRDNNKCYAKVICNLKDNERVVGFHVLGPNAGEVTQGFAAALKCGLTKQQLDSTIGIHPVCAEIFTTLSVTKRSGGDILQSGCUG
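Rat TrxR1, dispensed at 90 nM, was prereduced with 400 uM NADPH (final) for 5 min at ~22 deg C, then incubated with compound 15 min before 400 uM selenite. A first-read NADPH fluorescence drop versus no-compound background flagged substrates.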
D2 ag: HTS Assay for Allosteric Agonists of the Human D2 Dopamine Receptor: Primary Screen for Agonists. D(2) dopamine receptor (Homo sapiens), P14416. HEK293 T-REx D2 cells, calcium flux agonist mode. activation, % at 2 µM. hit rate 0.53% among 340,000. AID 485358, 2010;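 active = activation over 3 SD above normal in the single-dose calcium agonist read, cut at about 30% in these data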; note: 0% is about no effect
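Calcium-flux readout, 1 cycle/sec over 180 s following compound pin transfer, in inducible HEK293 Trex D2 cells (force-coupled); dopamine controls included. Positive calcium responses during this window marked compounds as potential agonists.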
mIDH1 inhibitor: qHTS for Inhibitors of mutant isocitrate dehydrogenase 1 (IDH1): qHTS | Potency, µM (titrated, usually from 76.6 µM), for the others: at the top dose activity change, negative = inhibition, most hits filed as inhibitors | Isocitrate dehydrogenase [NADP] cytoplasmic (Homo sapiens), O75874 | AID 602179, 2012 | hit rate 0.093% among 390,000 | IDH1-R132H enzyme, NADPH consumption, diaphorase/resazurin fluorescence; note: potency is the fitted concentration of half-maximal effect; % is set by controls: 0 for no effect and ±100 for the full control effect; nearly all actives have a fitted effect of over 65% in size
Target sequence (O75874 whole entry R132H, stated change not applied): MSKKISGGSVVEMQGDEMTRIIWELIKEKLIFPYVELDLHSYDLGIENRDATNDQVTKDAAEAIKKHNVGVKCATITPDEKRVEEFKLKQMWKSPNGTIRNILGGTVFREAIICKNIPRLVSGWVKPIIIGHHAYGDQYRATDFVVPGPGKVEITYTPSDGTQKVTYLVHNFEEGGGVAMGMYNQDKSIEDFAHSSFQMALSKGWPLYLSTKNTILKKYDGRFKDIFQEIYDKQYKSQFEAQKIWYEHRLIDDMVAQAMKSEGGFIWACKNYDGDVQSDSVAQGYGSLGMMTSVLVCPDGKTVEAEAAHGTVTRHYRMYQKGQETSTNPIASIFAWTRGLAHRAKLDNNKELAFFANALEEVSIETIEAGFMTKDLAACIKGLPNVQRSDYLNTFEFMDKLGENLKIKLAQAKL
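IDH1-R132H (0.5 ug/mL dispensed) in pH 7.5 Tris buffer was preincubated 30 min with compound, then given a substrate mix of 0.016 mM NADPH and 2 mM alpha-KG for 80 min at room temperature; remaining NADPH was read by diaphorase/resazurin fluorescence.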
TRHR enhancer: qHTS for Small Molecule Agonists and Allosteric Enhancers of Human TRH Receptor: Primary Screen for Enhancers. Thyrotropin-releasing hormone receptor (Homo sapiens), P34981. hit rate 0.66% among 360,000. enhancement, % at 2 µM. TRHR cells, fluo-8 calcium fluorescence, EC20 TRH enhancement. AID 493056, 2011; in the data active = enhancement above about 30%; note: 0% is about no effect
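Enhancer read-out: after compound pinning and an initial kinetic agonist-mode read, an EC20 of TRH (10 nM final) was injected and fluo-8 calcium signal (Ex 480/Em 530) followed at 1 s/cycle for 100 cycles in TRHR-expressing cells.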
TRHR agonist: qHTS for Small Molecule Agonists and Allosteric Enhancers of Human TRH Receptor: Primary Screen for Agonists. TRHR cells, calcium flux fluo-8, FDSS agonist mode. activation, % at 2 µM. hit rate 0.18% among 360,000. AID 493084, 2011; in the data active = activation above about 30%; note: 0% is about no effect
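Steps: seed TRHR cells overnight; add fluo-8 no-wash Ca dye, RT 30 min–1.5 h; record 10 s baseline; pin-transfer compounds; monitor fluorescence 1 cycle/s for the agonist window. Calcium increases flag candidate agonists.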
PI4K2A inh: qHTS for small molecular inhibitors of PI4K2A; activity change, negative = inhibition, % at 76.9 µM; purified PI4K2A, ADP-Glo luminescence, 1 h; stronger effect = lower value; hit rate 0.13% among 420,000; in the data active = activity change below about -50%; inconclusive = mostly about -30% to -49%;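 note: -100% = wells without enzyme as full effect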
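ADP-Glo luminescence measured ADP generated by PI4K2A enzyme (4 ug/mL before mixing) with 1.2 mM PI substrate (pre-mix) and 300 microM ATP (pre-mix). Tris pH7.5 buffer with MgCl2, Triton X-100; 1 h reaction at ambient temperature.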
D2 antag: HTS Assay for Allosteric Antagonists of the Human D2 Dopamine Receptor: Primary Screen for Antagonists; D(2) dopamine receptor (Homo sapiens), P14416; HEK293 TREx D2 cells, calcium flux, dopamine EC80; inhibition, % at 10 µM; hit rate 2% among 340,000; AID 485344, 2010; in the data active = inhibition above about 30%; note: 0% is about no effect
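Read-out: kinetic calcium fluorescence (1 cycle/s) in inducible HEK293 T-REx D2 cells after an EC80 dopamine addition that followed 180 s compound preincubation. Loss of the dopamine response indicates antagonism.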
USP1 inh: Inhibitors of USP1/UAF1: Primary Screen | Ubiquitin carboxyl-terminal hydrolase 1 (Homo sapiens), O94782 | recombinant USP1/UAF1, Ub-Rhodamine cleavage fluorescence | Potency, µM (highest dose often 57.1 µM), inactives show top-dose activity change, negative = inhibition, most hits filed as inhibitors | hit rate 0.23% among 390,000 | AID 743255, 2014; note: potency is the fitted concentration of half-maximal effect; % is set by controls: 0 for no effect and ±100 for the full control effect; nearly all actives have a fitted effect of over 60% in size; inactives centre near -12
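In this screen, compounds sit with the deubiquitinase complex (1nM) for 15 min at room temperature before Ub-Rho is added at 150nM final. Fluorescence rise is then followed for 6 reads every 60 seconds.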
rTrxR1 inhibitor: qHTS Assay for Inhibitors of Mammalian Selenoprotein Thioredoxin Reductase 1 (TrxR1): qHTS; Thioredoxin reductase 1, cytoplasmic (Rattus norvegicus), O89049; hit rate 1% among 390,000; Potency, µM (series often up to 114 µM), without a hit: at the top dose activity change, negative = inhibition, hits mostly inhibitors; recombinant rTrxR1, NADPH fluorescence consumption, selenite substrate; AID 588453, 2011; note: potency is the fitted concentration of half-maximal effect; % is set by controls: 0 for no effect and ±100 for the full control effect; nearly all actives have a fitted effect of over 65% in size
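Rat TrxR1 (90 nM in the dispensed reagent) was pre-reduced with 400 uM NADPH for 5 min at room temperature, then incubated with compound for 15 min. After 400 uM selenite was added, NADPH fluorescence (Ex 340/Em 450 nm) was followed for 8 min.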
* marks the source's active call; other numbers are inactive results; ? = inconclusive; · = not tested or not shown; & = joins results of further samples; [ ] = dose if it differs, or a comment. Unless noted, calls come from the whole dose curve; as a rule, active = well fitted inhibition curve with a large enough effect; inconclusive = small, poorly fitted or top-dose-only effect; inactive = no such curve, though single readings can be large or run the other way.

Structure	TrxR1 substrate	D2 ag	mIDH1 inhibitor	TRHR enhancer	TRHR agonist	PI4K2A inh	D2 antag	USP1 inh	rTrxR1 inhibitor
O=C(COc1ccccc1)Nc1ccc(OC(F)(F)C(F)F)c(NC(=O)COc2ccccc2)c1	-5%	·	-1%	3	1.2	-1	·	-10%	8%
C=CCc1cccc(/C=N/NC(=O)c2ccccc2OC)c1O	-2%	-1.1	19%	0	-1.1	0	-5	-26%	22%
O=C1Nc2c(ccc(Cl)c2Cl)C(=O)C1(F)c1ccccc1 (stereo unspecified)	-5%	-1.4	-5%	-3	-0.6	-6	5	-17%	4%
Cc1ccc(C)c2sc(NC(=O)C3CC3)nc12	0%[57.1 µM]	0.1	2%	-4	0.1	-2	-14	-18%	20%[57.1 µM]
COc1ccc(N2CCN(C3CC(=O)N(Cc4ccccc4)C3=O)CC2)cc1 (stereo unspecified)	6%	2.0	10%	5	1.0	0	1	-24%	16%
Cc1ccc(C(C)C)c(OCCCN2C(=O)NC(C)(C)C2=O)c1	-2%	-1.2	5%	-4	-0.3	-2	-20	-6%	17%
CCCNC(=O)c1ccc2c(c1)nc(C)n2-c1cccc(Cl)c1	5%	-0.1	3%	1	-0.1	-2	1	-18%	3%
COC(=O)N1C(=O)[C@](CC(C)C)(c2ccccc2)N1C(=O)OC	-6%	0.1	-8%[38.3 µM]	-2	-1.3	-8	15	?	2µM*
Cc1ccc(C2=NC(C)(C)NC2=O)cc1	-2%	0.2	-3%	12	0.9	-4	0	-3%	5%
Cc1ccccc1OCc1nc2c3cnn(-c4ccccc4Br)c3ncn2n1	1%	0.3	·	16	-0.3	-1	·	?	24%
Cc1ccc(-c2n[nH]c(Cc3ccccc3)n2)cc1	-2%	0.1	-4%	12	1.0	-5	-8	-9%	12%
Cc1c(C(=O)O)oc2c1C(O)CC(C)(C)C2 (stereo unspecified)	-4%&1%	-0.1&0.9	0%&4%	1&17	0.3&8.9	2&-13	-18&4	-14%&-17%	7%&10%
O=C(CSc1nc2c([nH]c3ccccc32)c(=O)n1-c1ccccc1)Nc1cccc(C(F)(F)F)c1	-11%[57.1 µM]	·	-16%	-5	0.2	0	·	-12%	-6%[57.1 µM]
COc1ccc(Cc2nc3ccc(S(=O)(=O)N4CCOCC4)cc3[nH]2)cc1OC	-2%	-0.3	-6%	10	-0.1	-4	-3	0%	0%
COc1cc(/C=N/NC(=O)NC2CCCCC2)ccc1O	14%[0.0914 µM]	-0.7	8%	-5	-0.6	-8	-11	-16%	26%
COc1cccc(OCC(=O)O)c1	2%[57.1 µM]	0.2	-5%	-4	0.2	5	3	8%	14%[57.1 µM]
CN1CC(=O)N2C(c3cccc([N+](=O)[O-])c3)c3[nH]c4ccccc4c3C[C@H]2C1=O (stereo partly specified)	-13%	0.8	12%	4	0.2	1	-2	-22%	-10%
Cc1ccc(S(=O)(=O)N2CCOCC2)cc1C(=O)N1CCN(c2ccc(C(F)(F)F)cn2)CC1	-3%[2.29 µM]	·	-1%	·	·	-2	·	-26%	-6%[2.29 µM]
CC1CCCC(NC(=O)CCn2c(=S)oc3ccccc32)C1C (stereo unspecified)	3%	-0.7	-3%	-8	-0.1	4	-2	-4%	14%
CCN(CC)S(=O)(=O)c1ccc(-c2nnco2)cc1	5%	0.4	-12%	4	-0.1	-4	-13	-12%	9%
CCOC(=O)c1c(C)[nH]c(C(=O)CSc2nccc(C)n2)c1C	8%	0.3	2%	-6	0.6	4	5	?	-2%[57.1 µM]
O=C(Nc1cccc([N+](=O)[O-])c1)c1ccc2c(c1)C(=O)N(c1ccccn1)C2=O	-2%	0.0	-1%	11	0.8	-8	-6	?	-14%
COC(=O)c1c(NC(=O)CN2C(=O)C(=O)N(C(C)C)C2=O)sc(C)c1C	-8%	0.3	-17%	-2	-0.1	-7	11	-1%	12%
Cc1ccc(CNC(=O)C2CNc3cc(C)ccc3O2)cc1 (stereo unspecified)	-3%	-0.8	15%	0	0.4	9	-8	1%	21%
Cc1[nH]c2ccccc2c1C(=O)CSc1ccc(Cl)cc1	8%	0.7	1%	9	0.5	1	0	-21%	18%[57.1 µM]
CN(C)S(=O)(=O)c1ccc(N2CCCC2)c(C(=O)NCC2CCCO2)c1 (stereo unspecified)	-5%	1.6	9%	0	0.0	4	2	-16%	-7%
Cc1c(C(=O)Nc2ccc3c(c2)CCC3)cccc1[N+](=O)[O-]	9%[57.1 µM]	-5.8	8%	-1	0.0	1	7	-23%	4%[57.1 µM]
Cc1ccc(N(CCC#N)C(=O)CN2C(=O)NC(Cc3ccccc3)C2=O)cc1 (stereo unspecified)	2%	3.1	-8%	7	1.0	-2	-1	-16%	14%
Cc1nn(C)c2c1c(-c1ccccc1)cc(=O)n2Cc1ccccc1Cl	10%[57.1 µM]	0.0	-6%	-7	1.3	-3	·	-8%	26%[57.1 µM]
CCOC(=O)c1cnc(SCC(=O)NCc2cccs2)nc1N	-12%	-0.6	0%	-2	-0.8	0	-7	-24%	-1%
CC(C)N(Cc1ccccc1)C(=O)CN1C(=O)c2ccccc2C1=O	6%	-0.3	0%	0	0.0	0	-3	-21%	25%
Nc1cc(SCc2ccc(Cl)cc2Cl)ncn1	-3%	·	-4%	·	·	-6	·	-17%	7%
CC1CCCN(C(=O)CSc2nc3ncccc3[nH]2)C1 (stereo unspecified)	-3%[57.1 µM]	1.6	11%	-13	3.4	-3	12	-7%	5%[57.1 µM]
CCOC(=O)c1c(C)[nH]c(C)c1C(=O)COC(=O)/C=C/c1ccco1	-5%	-0.9	23%	-1	-0.3	-7	-1	-13%	20µM*
C=CCN1C(c2ccc(OCC)cc2)=CS/C1=C(\C#N)c1nnc2n1CCCCC2	0%[57.1 µM]	0.5	-1%	-8	-1.8	-6	11	-19%	-8%[57.1 µM]
O=C(/C=C/c1ccc([N+](=O)[O-])cc1)c1ccco1	-1%	-0.6	-1%	4	0.0	8	-11	-18%	-2%
Cn1c(C(=O)N2CCC(C(=O)NCc3ccccc3)CC2)cc2sccc21	6%[57.1 µM]	0.1	-5%	5	-0.2	10	-5	-20%	22%[57.1 µM]
CCOC(=O)c1c(NC(=O)COc2cccc(C(F)(F)F)c2)sc2c1CCCCC2	-5%	-0.1	13%	22	-0.7	-1	·	-27%	1%
O=[N+]([O-])c1ncn(C23CC4CC(CC(C4)C2)C3)n1	-18%[57.1 µM]	0.0	4%	0	-0.5	0	-3	-6%	11%[57.1 µM]
CCOC(=O)c1c(NC(=O)c2cc(C)on2)c2cc([N+](=O)[O-])ccc2n1C	14%	0.3	3%	-1	-0.1	1	2	-17%	50%[activator]
N#CCc1ccc(OC(=O)c2cccnc2)cc1	1%	0.6	0%	2	0.2	-2	1	-18%	13%
COc1ccc(-c2cc(C(=O)N3CCCCCC3)c3cc(C)ccc3n2)cc1	228%[activator]	-1.7	-7%	-11	0.9	4	-51	-28%	45%
CCOc1ccc(OCC)c(NC(=O)CCCN2C(=S)NC(C)(C)CC2C)c1 (stereo unspecified)	12%[57.1 µM]	0.0	6%	2	0.0	-5	-11	-1%	8%[57.1 µM]
CC1Sc2ccc(S(=O)(=O)N3CCC(C(=O)Nc4cccc(Cl)c4)CC3)cc2NC1=O (stereo unspecified)	4%	0.8	-6%	-6	0.8	-8	69*	-8%	11%
Cc1csc(NC(=O)c2cccc(S(=O)(=O)N3CCN(C)CC3)c2)n1	5%[57.1 µM]	0.3	4%	1	1.1	-3	-1	-1%	3%[57.1 µM]
CCOC(=O)c1sc(=S)n(C)c1NC(=O)c1ccc(C(C)(C)C)cc1	9%[57.1 µM]	7.9	-2%	-3	0.8	-2	-17	-13%	1%[57.1 µM]
O=C(O)CC(NS(=O)(=O)c1cccc2nsnc12)c1ccc(F)cc1 (stereo unspecified)	-2%	0.2	5%	-2	0.1	-5	2	-11%	-10%
CCCCNC(=O)Oc1c(Br)cc2sc(=O)oc2c1Br	·	0.0	·	2	0.3	·	-7	·	·
O=C(/C=C/c1cn(CC(O)CN2CCCCCC2)c2ccccc12)c1cccs1 (stereo unspecified)	5%[57.1 µM]	10	0%	5	11	-7	-13	?	-17%[57.1 µM]
CCOc1ccc(C(=O)OCC(=O)Nc2ccc3c(c2)OCCO3)cc1OC	1%	-0.7	-3%	6	-0.2	4	-4	-23%	14%
CCOc1ccccc1C(=O)NC(C(=O)NCc1ccccc1OC)C(C)C (stereo unspecified)	0%	-0.6	14%	-5	-0.8	-3	-4	-17%	12%

Compound activity: PubChem, National Center for Advancing Translational Sciences (NCATS)

Outcome played no part in choosing rows; about 3.9% have a hit in one of these screens.
